# Siah-1 displacement – Siah-1 peptide-binding antagonists, primary screen, biochemical, fluorescence polarization, rhodamine-plectin, uHTS (AID 1817) | Siah-1 / rhodamine-plectin peptide fluorescence polarization; higher % means a stronger effect | displacement, % at 20 µM, or IC50 in µM where a hit was titrated | 290,000 tested, 0.02% active;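 active = displacement of at least 50% at 20 µM, with a fluorescence ratio check between 0.3 and a set limit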;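 also: plate controls were Siah plus tracer with DMSO for no effect and tracer alone without Siah for full effect; strong numbers were not always called active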
# West Nile virus CPE – West Nile virus antiviral activity, cell-based, CPE readout (AID 1621) | 290,000 tested, 0.02% active | CPE inhibition, % at 10 µM; hits with a dose series show IC50 in µM | West Nile virus-infected cells, CPE inhibition; higher % means a stronger effect; in the data active = a potency from the dose series; inconclusive = CPE inhibition mostly from about 3.7% at the one dose, without a potency; inactive = the rest, 99 in 100 with CPE inhibition below about 2.2%; also: strong numbers were not always called active
# M1AAP inhibition – P. falciparum M1AAP inhibitors, biochemical, fluorogenic H-Leu-NHMec substrate, 1536-well (AID 1445) | 220,000 tested, 0.42% active | recombinant M1AAP, H-Leu-NHMec fluorogenic kinetic assay; higher % means a stronger effect | one-dose inhibition, % at 30 µM; IC50 in µM for titrated hits;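 active = primary inhibition above the hit cutoff, then over 50% inhibition at one or more dose response concentrations, cut at about 23% in these data, passing the limit was not always enough; inconclusive = conflicting primary data, or primary hits not chosen for dose response; inactive = low primary inhibition, or under 50% at every dose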;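 also: plate controls were DMSO full reaction for no effect and no enzyme background for full effect; strong numbers were not always called active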
# PhoP inhibition – PhoP-dependent GFP reporter repression – Salmonella Typhimurium, primary screen (AID 1863). S. Typhimurium PhoP-regulated promoter GFP reporter, 4 h; higher % means a stronger effect. one-dose inhibition, % at 50 µM; IC50 in µM for titrated hits. 300,000 tested, 0.16% active;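 active = inhibition over 29.93%, a cutoff 3 SD above the screen mean, later confirmed by dose response; inconclusive = inhibition over 29.93% but no dose response follow-up; inactive = inhibition at most 29.93% or unconfirmed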;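 also: 0% = low Mg2+ inducing control and 100% = high Mg2+ repressing control; strong numbers were not always called active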
# human PMI inhibitors – human PMI inhibitors, high substrate, primary screen, biochemical, fluorescence intensity, high mannose 6-phosphate (AID 1220); recombinant PMI enzyme, coupled fluorescence intensity; higher % means a stronger effect; one-dose inhibition, % at 20 µM; IC50 in µM for titrated hits; 190,000 tested, 0.66% active; in the data active = inhibition above about 50%
# Yfh1-off respiration – mitochondrial function rescue without frataxin homolog – Friedreich's ataxia, plus single-dose screen, dose response (AID 1465) | S. cerevisiae Yfh1-off respiration, WST-1 reduction, 72 h; higher fold induction means a stronger effect | one-dose fold induction at 50 µM; EC50 in µM for titrated hits | 220,000 tested, 0.074% active;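 active = fold induction of absorbance versus untreated yeast above a set limit, then at least 30% activation at any dose in follow-up; inconclusive = repeats straddling the limit, or above it without dose testing; inactive = fold induction below the set limit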;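 also: activators that raise dye reduction in frataxin-depleted yeast; strong numbers were not always called active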
# P. falciparum M17LAP – P. falciparum M17LAP inhibitors, primary screen, biochemical, fluorogenic H-Leu-NHMec substrate, 1536-well (AID 1619); one-dose inhibition, % at 30 µM; IC50 in µM for titrated hits; recombinant M17LAP, H-Leu-NHMec fluorogenic kinetic assay; higher % means a stronger effect; 220,000 tested, 0.38% active;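 active = compound inhibiting the enzyme by more than half at any dose during confirmatory dose-response retesting; inconclusive = strong single-dose inhibitors picked by rank but not retested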;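 also: plate controls were full reaction with DMSO carrier for no effect and no enzyme background for full effect; strong numbers were not always called active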
# XIAP antagonists – small molecules displacing peptide from XIAP – biochemical, IAP family, fluorescence polarization (AID 1018). XIAP BIR domain, fluorescence polarization peptide displacement; higher % means a stronger effect. displacement, % at 20 µM; hits with a dose series show IC50 in µM. 200,000 tested, 0.007% active; in the data active = displacement above about 50%; also: a part of the inactive calls stands beside numbers as strong as those of hits
# ER stress rescue – protection against thapsigargin-triggered cell killing – 384-well, CSM14.1, ATP luminescence, primary screen (AID 1222) | cellular ATP content (survival), % at 20 µM; hits with a dose series show EC50 in µM | CSM14.1 thapsigargin-induced death rescue, ATP luminescence; higher % means a stronger effect | 190,000 tested, under 10 active;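 active = EC50 below 50 µM in the dose-response confirmation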;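 also: death triggered by thapsigargin at about 15 µM added after 2 h compound pretreatment; cell ATP read after overnight thapsigargin exposure of roughly 18 to 22 hours; normalized against plate controls of thapsigargin alone and 5% DMSO vehicle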
# Starred values were filed as active, the others as inactive; i = inactive; ? = inconclusive; / = not tested or not shown.
SMILES,Siah-1 displacement,West Nile virus CPE,M1AAP inhibition,PhoP inhibition,human PMI inhibitors,Yfh1-off respiration,P. falciparum M17LAP,XIAP antagonists,ER stress rescue
NC(=O)CSc1nnc(-c2cccnc2)n1CCc1ccccc1,8.4%,0.3%,6.4%,-4.1%,1.5%,i,-0.4%,-6.5%,0.2%
COc1ccc(OC)c(-c2cc(C(=O)Nc3ccc(F)cc3F)no2)c1,4.8%,-0.5%,1.3%,-9.9%,-5.3%,i,2.4%,-6.7%,-1.9%
Cc1cccc(NC(=O)c2cc([N+](=O)[O-])ccc2NCC2CCCO2)n1 (stereo unspecified),-3.4%,0.4%,8.4%,-1.9%,-0.6%,i,-1.8%,-1.6%,-1.2%
Cc1nc(=O)c(-c2ccccc2)c(C)n1-c1ccc(Br)cc1,3.5%,0.2%,7.0%,-1.9%,/,i,11.6%,/,/
Cc1ccc(/C=C2/C(=O)N(c3ccccc3)C(=S)N2C)o1,15.1%,-2.0%,0.7%,5.6%,52.2%*,i,8.1%,3.3%,-1.4%
O=C1C2ON(c3ccccc3)C(c3ccncc3)C2C(=O)N1c1ccccc1 (stereo unspecified),0.2%,-0.1%,6.1%,4.4%,11.2%,i,1.9%,-3.2%,-1.0%
CC(C)Cn1c(N)c(C(=O)COC(=O)c2cccc(Cl)c2)c(=O)n(C)c1=O,1.8%,0.1%,1.1%,8.6%,18.5%,i,0.2%,-2.8%,-0.1%
CCCc1ccc(-c2ccc(C(=O)O)cc2)nc1,-0.8%,-0.5%,-9.2%,-10.6%,0.1%,i,4.1%,-3.9%,-2.7%
Nc1c(C(=O)Nc2ccccc2)sc2nc3c(c(-c4ccco4)c12)CCC3,13.9%,0.0%,-1.5%,-14.8%,27.1%,i,-2.0%,2.1%,-1.4%
NC(=O)COC(=O)c1cccc(S(=O)(=O)N2CCCc3ccccc32)c1,3.5%,0.6%,4.8%,1.2%,3.6%,i,1.9%,-1.4%,0.0%
CCn1cc(C(=O)N2CCN(c3ccc(OC)cc3)CC2)c(=O)c2cc(S(=O)(=O)N3CCCCC3)ccc21,-5.3%,-0.1%,0.9%,-3.4%,14.2%,i,3.8%,-6.8%,-1.6%
O=C(Nc1ccc(N2CCCC2)c(Cl)c1)c1cccc(-c2cc3ccccc3oc2=O)c1,3.8%,-0.5%,4.6%,-4.3%,10.3%,i,3.7%,-2.1%,6.7%
Oc1ccccc1-c1cc(-c2ccc3c(c2)OCCO3)n[nH]1,-0.9%,/,-4.7%,2.9%,12.9%,/,-8.8%,-5.2%,-1.0%
CCOC(=O)c1c(C)n(C)c2ccc(OC)c(NS(=O)(=O)c3ccc(Cl)s3)c12,-1.6%,-0.2%,6.7%,1.4%,23.9%,i,0.8%,-0.6%,-1.5%
Cc1ccc(S(=O)(=O)Oc2ccccc2/C=N/NC(=O)c2c(Cl)cnn2C)cc1,10.8%,0.5%,0.0%,2.0%,3.5%,i,9.3%,-4.3%,1.8%
O=C(COc1ccccc1Cl)OCC(=O)N1CCN(S(=O)(=O)c2ccccc2)CC1,0.1%,0.2%,6.2%,-9.8%,14.2%,i,4.6%,-2.7%,-3.4%
CCCn1c(NCc2ccc(N(C)C)cc2)nc2ccccc21,3.9%,0.6%,3.1%,7.6%,6.7%,i,4.2%,-4.4%,-1.5%
C=CCN1C2CCCC1CC(NC(=O)Nc1cc(C)cc(C)c1)C2 (stereo unspecified),-2.8%,-0.4%,-5.3%,-1.6%,-0.9%,i,-4.4%,-2.5%,-3.0%
O=C(CCC(=O)N1CCN(S(=O)(=O)c2ccc(Cl)cc2)CC1)NC1CCCc2ccccc21 (stereo unspecified),5.5%,-1.6%,3.6%,-7.3%,9.4%,i,-4.8%,-0.2%,-2.2%
Cc1ccc2c(c1)c1ccc3c(c1n2C)C(=O)C=CC3=O,1.1%,1.6%,2.6%,0.3%,/,i,18.7%,/,/
COc1cc(C(=O)NCCN2CCCC2)cc(OC)c1OC,1.3%,-0.3%,2.4%,1.9%,-15.6%,i,-0.3%,-12.3%,-1.9%
O=C(Nc1ccc(N2CCCCC2)cc1)c1ccc(F)cc1F,-0.6%,0.5%,2.0%,-3.9%,/,i,0.2%,/,/
CC1CCN(C(=O)CSc2nc3c(cnn3-c3ccccc3)c(=O)[nH]2)CC1,-1.2%,-1.1%,9.4%,-5.4%,-3.9%,i,17.1%,-0.9%,-1.0%
Cc1ccc(S(=O)(=O)Cn2nnnc2C(C(C)C)N2CCN(c3nc4ccccc4s3)CC2)cc1 (stereo unspecified),-1.1%,-0.9%,1.1%,-6.2%,-5.0%,i,0.1%,-2.1%,-3.3%
COc1ccccc1NS(=O)(=O)c1ccc(NN=C2CCCCC2)c([N+](=O)[O-])c1,-1.8%,-1.5%,2.2%,-2.8%,6.6%,i,2.8%,-12.0%,-2.8%

# Part of the list above in order of molar mass, high to low.
SMILES,Siah-1 displacement,West Nile virus CPE,M1AAP inhibition,PhoP inhibition,human PMI inhibitors,Yfh1-off respiration,P. falciparum M17LAP,XIAP antagonists,ER stress rescue
Cc1ccc(S(=O)(=O)Cn2nnnc2C(C(C)C)N2CCN(c3nc4ccccc4s3)CC2)cc1 (stereo unspecified),-1.1%,-0.9%,1.1%,-6.2%,-5.0%,i,0.1%,-2.1%,-3.3%
O=C(CCC(=O)N1CCN(S(=O)(=O)c2ccc(Cl)cc2)CC1)NC1CCCc2ccccc21 (stereo unspecified),5.5%,-1.6%,3.6%,-7.3%,9.4%,i,-4.8%,-0.2%,-2.2%
CC(C)Cn1c(N)c(C(=O)COC(=O)c2cccc(Cl)c2)c(=O)n(C)c1=O,1.8%,0.1%,1.1%,8.6%,18.5%,i,0.2%,-2.8%,-0.1%
O=C1C2ON(c3ccccc3)C(c3ccncc3)C2C(=O)N1c1ccccc1 (stereo unspecified),0.2%,-0.1%,6.1%,4.4%,11.2%,i,1.9%,-3.2%,-1.0%
Cc1nc(=O)c(-c2ccccc2)c(C)n1-c1ccc(Br)cc1,3.5%,0.2%,7.0%,-1.9%,/,i,11.6%,/,/
Cc1ccc2c(c1)c1ccc3c(c1n2C)C(=O)C=CC3=O,1.1%,1.6%,2.6%,0.3%,/,i,18.7%,/,/

# Next structures
SMILES,Siah-1 displacement,West Nile virus CPE,M1AAP inhibition,PhoP inhibition,human PMI inhibitors,Yfh1-off respiration,P. falciparum M17LAP,XIAP antagonists,ER stress rescue
COc1cc2c(cc1OC)C1(CCCC1)CNC2c1ccc([N+](=O)[O-])cc1 (stereo unspecified),15.9%,-0.8%,5.6%,2.3%,10.2%,i,0.2%,-1.9%,-0.8%
COc1cccc(C2CC(c3c(F)cccc3Cl)n3nc(N)nc3N2)c1 (stereo unspecified),5.1%,0.2%,1.6%,4.4%,-7.2%,i,4.2%,-2.2%,-3.7%
C=CCn1c2ccccc2n2nc(C)c(=O)nc12,7.9%,-0.1%,6.4%,-3.0%,-0.7%,i,-12.0%,-5.9%,3.5%
Cc1onc(C(N)=O)c1C(=O)Nc1ncc(C(F)(F)F)cc1Cl,-5.5%,0.5%,-1.5%,0.6%,1.1%,i,-1.9%,-6.3%,0.0%
CCn1c(C)c(C(C)=O)cc(C#N)c1=O,-0.3%,-0.6%,4.5%,6.7%,1.0%,i,-1.8%,-10.7%,-0.6%
COc1ccc(C(=O)NCC(=O)OCC(=O)c2ccc3c(c2)NC(=O)CO3)cc1OC,2.1%,0.0%,4.0%,0.6%,2.1%,i,20.9%,-6.9%,1.1%
Cc1cccc(NC(=O)c2ccc(Cl)c(NC(=O)c3ccncc3)c2)c1C,-3.8%,-0.9%,6.4%,-3.5%,-4.3%,i,4.8%,-1.8%,-0.3%
COc1ccc(Cc2noc(CN3CCN(Cc4cccc(Cl)c4)CC3)n2)cc1OC,-6.6%,-0.4%,13.5%,4.8%,4.7%,i,-5.7%,-12.0%,-1.9%
CC(=O)c1cc2c(cc1NC(=O)CN1CCOCC1)OCO2,6.7%,0.3%,5.2%,1.1%,3.3%,i,4.8%,-4.1%,-0.7%
CC1CN(S(=O)(=O)c2cccc(C(=O)OCC(=O)c3cccs3)c2)CC(C)O1 (stereo unspecified),-3.4%,0.0%,3.3%,-1.9%,7.4%,i,-1.7%,-8.0%,2.3%
CC1=C(C#N)C(c2cccnc2)C2=C(CC(c3ccc(Cl)cc3)CC2=O)N1 (stereo unspecified),-1.4%,-0.5%,-2.5%,9.3%,-6.5%,i,-28.7%,-6.4%,-1.0%
CCOC(=O)C(CC)n1cnc2c(cnn2-c2ccc(Cl)cc2)c1=O (stereo unspecified),-3.1%,-0.1%,-2.6%,-0.8%,-6.7%,i,-14.5%,-0.4%,-1.1%
CCCCn1nc2cc(C(=O)NCc3ccccc3OC)ccc2c1OCC,1.8%,-0.3%,7.1%,-2.9%,0.4%,i,-7.2%,-5.3%,-1.7%
Cc1[nH]cnc1CSCc1ccc(Cl)cc1,3.4%,-1.2%,12.6%,?,4.3%,i,-16.3%,5.2%,-1.5%
O=C(Nc1ccccc1)Nc1ccc(F)cc1F,-1.2%,0.3%,3.5%,-7.6%,0.9%,i,7.9%,-9.8%,-0.5%
Cc1cc(C)c2c(=O)n(CC(=O)NC3CCCC3)sc2n1,12.6%,0.6%,0.4%,-9.0%,/,i,-2.2%,/,/
Cc1ccnc(NS(=O)(=O)c2ccc(N3C(=O)c4c(Cl)c(Cl)c(Cl)c(Cl)c4C3=O)cc2)n1,12.7%,0.4%,7.0%,-3.2%,-1.3%,i,37.0%,13.6%,2.0%
NS(=O)(=O)c1ccc(-c2ccc(C=NC3CCS(=O)(=O)C3)o2)cc1 (stereo unspecified),5.9%,0.5%,7.8%,-3.0%,9.0%,i,20.2%,-5.3%,-1.8%
O=C(NCCN1C(=O)S/C(=C\c2ccccc2)C1=O)c1cc(S(=O)(=O)N2CCOCC2)c(Cl)cc1Cl,3.4%,-0.1%,-2.0%,-1.1%,-1.9%,i,2.4%,-4.9%,-1.1%
Nc1nc(SCc2ccccc2Cl)nc2nc3c(cc12)CCCC3,1.5%,0.4%,8.9%,3.6%,6.4%,i,-0.4%,-4.1%,1.6%
